# Rtt109 HAT inh – blocks Candida albicans Rtt109/Vps75 acetyltransferase activity; purified Rtt109/Vps75, ThioGlo CoA-SH fluorescence, 4 h; inhibition, % at 34.9 µM; hit rate 0.16% among 330,000; AID 540336;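 active = inhibition of at least 50% in every replicate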
# Target sequence (Q5AAJ8 whole entry, looked up): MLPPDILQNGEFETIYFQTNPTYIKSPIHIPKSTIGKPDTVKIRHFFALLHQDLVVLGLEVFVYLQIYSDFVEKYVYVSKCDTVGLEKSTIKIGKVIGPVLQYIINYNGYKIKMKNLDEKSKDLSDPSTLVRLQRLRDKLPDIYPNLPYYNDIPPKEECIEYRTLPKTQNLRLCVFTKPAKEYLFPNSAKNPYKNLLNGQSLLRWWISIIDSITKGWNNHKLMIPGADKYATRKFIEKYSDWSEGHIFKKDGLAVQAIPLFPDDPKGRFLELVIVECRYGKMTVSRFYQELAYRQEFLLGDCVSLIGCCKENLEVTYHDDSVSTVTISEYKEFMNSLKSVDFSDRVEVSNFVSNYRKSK
# dFosB activator – enhances mouse delta FosB homodimer DNA binding | purified delta FosB, TAMRA-CDK5 oligo fluorescence polarization; percent of positive-control signal above neutral wells | activation, % at 25 µM | hit rate 0.99% among 340,000 | AID 493131;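 active = mean activation above about 17%, with every replicate also reaching it, limit read from the data, passing the limit was not always enough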;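 note: fluorescence polarization rise as delta FosB binds a TAMRA Cdk5 AP-1 oligo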
# Target sequence (P13346 whole entry, looked up): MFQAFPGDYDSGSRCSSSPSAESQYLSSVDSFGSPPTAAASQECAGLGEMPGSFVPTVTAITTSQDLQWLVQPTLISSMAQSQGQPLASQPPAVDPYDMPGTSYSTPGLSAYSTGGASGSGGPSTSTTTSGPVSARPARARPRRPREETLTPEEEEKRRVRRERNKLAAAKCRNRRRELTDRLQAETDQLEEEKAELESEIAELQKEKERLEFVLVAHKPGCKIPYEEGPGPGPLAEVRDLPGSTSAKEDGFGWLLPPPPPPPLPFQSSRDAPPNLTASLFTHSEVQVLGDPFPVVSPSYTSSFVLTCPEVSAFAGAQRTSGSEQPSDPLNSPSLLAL
# SR-BI uptake up – SR-BI HDL lipid transfer activation; CHO ldlA[mSR-BI] cells, DiI-HDL uptake fluorescence, 3 h; 100 = double the neutral-control signal; activation, % at 12.5 µM; hit rate 0.096% among 320,000;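 active = mean replicate activation of at least 60% and every replicate at or above 60%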;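 note: 0% = median plate neutral-control signal and 100% = twice that signal; values of inactives mirror those of a sister screen read the other way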
#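 Assay system: LDL receptor-deficient CHO ldlA cells overexpressing murine SR-BI / Medium: BSA-supplemented, HEPES-buffered Ham's F12, pH 7.4 / Probe or stimulus: DiI-labelled HDL at 10 µg/mL final / Timing: compound with DiI-HDL co-incubation, 3 h at 37 °C / Technique: bottom-read cell fluorescence after medium removal, ex 550/em 595 nm / Measure: HDL uptake via cellular fluorescence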
# CDK5 inh – blocks human CDK5/p35 kinase activity. Q00535+Q15078. Recombinant CDK5/p35, ADP-Glo luminescence, 60 min. inhibition, % at 10 µM. hit rate 0.01% among 330,000. AID 488839;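 active = highest replicate inhibition of at least 50% and at least 75% of replicates reaching 50%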;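 note: plate controls were DMSO neutral control for no effect and GW8510 at 10 µM for full effect; many of its hits are not listed in these tables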
# cardiac RTF act – increases calcium sensitivity of human cardiac regulated thin filaments | P19429+P45379 | IANBD-labeled TnC RTF fluorescence at EC20 calcium; 0% EC20 calcium, 100% full calcium | activation, % at 7.2 µM | hit rate 0.24% among 340,000 | AID 493008;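 active = activation above the mean over all tested compounds plus 3 SD, cut at about 30% in these data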;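 note: rise in fluorescence read as greater calcium sensitivity of cardiac thin filaments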
# PvdQ inh – P. aeruginosa PvdQ acylase inhibition. purified PvdQ acylase, fluorescence plate reader. inhibition, % at 10 µM. hit rate 0.063% among 340,000; in the data active = inhibition above about 30%, passing the limit was not always enough;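 note: 0% = vehicle neutral wells and 100% = reference inhibitor wells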
# Wnt bcat act – activators of Wnt/beta-catenin signaling | activation, % at 9.35 µM | hit rate 1.2% among 300,000 | AID 743398 | Wnt/beta-catenin reporter cell assay, activator, plate reader; in the data active = activation above about 30%, passing the limit was not always enough;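 note: 0% = neutral control wells and 100% = positive control wells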
# MITF TRPM1 HTS – activators of MITF-driven TRPM1 promoter activity in SK-MEL-5 cells; hit rate 0.75% among 300,000; SK-MEL-5 TRPM1-promoter luciferase, 24 h; % of positive control, neutral wells = 0; AID 588334; activation, % at 12.5 µM;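 active = mean activation of at least 80% with every replicate also reaching 80%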;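 note: 0% = neutral control wells and 100% = parthenolide positive control wells; values of inactives mirror those of a sister screen read the other way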
# SR-BI DiI inh – inhibitors of mouse SR-BI mediated HDL lipid uptake. Q61009. ldlA[mSR-BI] CHO cells, DiI-HDL uptake fluorescence, 3 h. inhibition, % at 12.5 µM. hit rate 0.96% among 320,000. AID 488896;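 active = mean replicate inhibition of at least 70% and a set share of replicates each scoring 70 or more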;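 note: 0% = median of neutral control wells and 100% = median of positive control wells; values of inactives mirror those of a sister screen read the other way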
# HTR5A ag ctr – activates human HTR5A in OPRM1-OPRD1 agonist counter-screen; activation, % at 9.3 µM; hit rate 0.61% among 340,000; HTR5A agonist assay, luminescence, cell-based; in the data active = activation mostly above about 9.5%, no sharp cut-off; inactive = mostly below about 7.6%;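 note: 0% = cells with vehicle only and 100% = reference agonist; strong numbers were not always called active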
# Target sequence (P47898 whole entry, looked up): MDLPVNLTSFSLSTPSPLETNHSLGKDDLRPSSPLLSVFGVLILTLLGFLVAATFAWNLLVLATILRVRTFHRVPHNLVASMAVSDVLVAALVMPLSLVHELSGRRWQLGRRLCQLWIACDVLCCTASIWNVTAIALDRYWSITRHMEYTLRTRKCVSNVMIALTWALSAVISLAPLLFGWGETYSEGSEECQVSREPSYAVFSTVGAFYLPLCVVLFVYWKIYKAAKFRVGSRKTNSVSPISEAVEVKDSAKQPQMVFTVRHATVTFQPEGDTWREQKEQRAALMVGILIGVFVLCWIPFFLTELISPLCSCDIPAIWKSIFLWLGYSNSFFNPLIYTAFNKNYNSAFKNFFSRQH
# Active calls of the source: *; / = no result given.
# Value order – MITF TRPM1 HTS	CDK5 inh	cardiac RTF act	SR-BI uptake up	PvdQ inh	Rtt109 HAT inh	HTR5A ag ctr	SR-BI DiI inh	Wnt bcat act	dFosB activator
[1] Cc1ccc(-c2cn(CCC(=O)O)c(-c3ccc(Cl)nc3)n2)cc1
 : 10	0.6	-8	1	11	-6	-4	-1	-3	1
[2] CCOc1ccc(Cn2nnc(C(=O)Nc3ccc(OC)cc3OC)c2N)cc1
 : 4	0.3	11	-2	8	-5	3	2	-1	8
[3] CCN(CC(=O)Nc1ccccc1OC)C(=O)CSCc1c(C)noc1C
 : 3	0.0	1	-5	-4	-1	3	5	-2	1
[4] Cc1ccc(-c2ccc(/C=N/NC(=O)CN3CCCC3)o2)cc1Cl
 : 3	0.6	6	-7	0	0	2	7	/	-7
[5] O=C(Nc1ccc(C(O)(C(F)(F)F)C(F)(F)F)cc1)c1ccc(Cl)c([N+](=O)[O-])c1
 : -3	-0.4	3	-28	1	-4	6	28	-3	-9
[6] Cc1cccc(-n2c(SCC(=O)Nc3nonc3C)nnc2-c2ccoc2C)c1
 : -5	0.7	-3	13	-10	-13	-2	-13	-9	-3
[7] COc1cc(C)c(S(=O)(=O)NCc2cccs2)cc1C
 : 2	1.0	-5	12	-6	13	2	-12	/	-3
[8] CC(C)CNC(=S)Nc1ccc(S(N)(=O)=O)cc1
 : 4	0.8	2	13	-3	-1	0	-13	/	-2
[9] CCn1nc(C)c(NC(=O)Nc2cccc(Cl)c2Cl)c1C
 : -1	-0.4	12	-17	6	20	6	17	0	5
[10] Cc1cccc(-c2nc(CS(=O)CC(=O)NCCc3ccc(Cl)cc3)c(C)o2)c1 (stereo unspecified)
 : -4	1.0	1	9	2	-4	7	-9	-2	-15
[11] CCc1nc(SCC(=O)c2ccccc2)c2c(=O)n(C)c(=O)n(C)c2n1
 : -5	-0.1	-1	/	-22	-2	-1	/	-2	-12
[12] CC(=O)Oc1cccc(C(=O)Nc2ccc(NC(=O)c3cccs3)cc2)c1
 : 67	0.3	1	-14	8	-1	-2	14	27	-1
[13] O=C(Cn1cnc(Cl)c1Cl)c1ccccc1
 : 4	0.3	-5	8	14	/	-3	-8	0	-8
[14] N#CCCn1nc(-c2ccccc2)cc1Nc1ccccc1NC(=O)C(F)(F)F
 : 7	1.5	6	7	-1	4	4	-7	0	0
[15] COC(=O)c1ccc(NC(=O)CSc2ccccc2)cc1
 : 63	0.3	4	7	9	0	6	-7	16	-3
[16] Cc1ccc(C(=O)N2CCN(c3cccc(Cl)c3)CC2)cc1C
 : -8	-1.3	3	-2	14	11	2	2	0	-10
[17] CCSC1=N/C(=C\c2ccc(C)s2)C(=O)S1
 : -10	1.1	4	-5	-12	-13	0	5	0	-5
[18] COCCn1c(N2CCN(c3ccccc3)CC2)nc2c1c(=O)n(C)c(=O)n2C
 : -5	2.2	-2	5	-17	-8	0	-5	-1	6
[19] CC(=O)C[C@@H](O)CC(=O)[C@@H]1OC(=O)[C@@H](C)C/C=C\Cc2ccccc21
 : -5	-4.1	1	-2	-13	6	7	2	-5	1
[20] CC(=O)c1c(C)[nH]c(C(=O)CSc2nc3ccc(C)cc3[nH]2)c1C
 : -6	1.9	3	-58	-9	-3	1	58	/	-6

# Reprinted from the part before: 4 compounds, followed by the next part.
# Value order – MITF TRPM1 HTS	CDK5 inh	cardiac RTF act	SR-BI uptake up	PvdQ inh	Rtt109 HAT inh	HTR5A ag ctr	SR-BI DiI inh	Wnt bcat act	dFosB activator
[17] CCSC1=N/C(=C\c2ccc(C)s2)C(=O)S1
 : -10	1.1	4	-5	-12	-13	0	5	0	-5
[18] COCCn1c(N2CCN(c3ccccc3)CC2)nc2c1c(=O)n(C)c(=O)n2C
 : -5	2.2	-2	5	-17	-8	0	-5	-1	6
[19] CC(=O)C[C@@H](O)CC(=O)[C@@H]1OC(=O)[C@@H](C)C/C=C\Cc2ccccc21
 : -5	-4.1	1	-2	-13	6	7	2	-5	1
[20] CC(=O)c1c(C)[nH]c(C(=O)CSc2nc3ccc(C)cc3[nH]2)c1C
 : -6	1.9	3	-58	-9	-3	1	58	/	-6
[21] Cc1onc(-c2c(F)cccc2Cl)c1C(=O)NNC(=O)C1CCN(Cc2cccc(F)c2)CC1
 : -5	0.0	0	4	0	-6	-1	-4	-1	-11
[22] COc1cccc(CC(NC(C)=O)C(=O)NC2CCN(c3nnnn3-c3ccccc3)CC2)c1 (stereo unspecified)
 : -5	1.6	4	13	-12	-3	3	-13	2	7
[23] CCOC(=O)Cc1c(C)nc(Cc2ccc(OC(C)C)cc2)[nH]c1=O
 : -12	-0.2	0	-9	-7	0	2	9	-3	-2
[24] CCOc1ccc(NC(=O)COc2ccc(C(=O)NCCc3ccccc3)cc2)cc1
 : 3	0.2	-6	-4	-9	-7	-3	4	2	8
[25] C#CCOCCOCCOCCNc1nc(N2CCN(C(=O)[C@H](CCC(=O)O)n3cc(C(N)Cc4ccc(O)cc4)nn3)CC2)nc(N2CCN(C(=O)[C@H](CCC(=O)O)n3cc(C(N)[C@H](C)CC)nn3)CC2)n1 (stereo partly specified)
 : 8	0.8	2	9	-8	-6	7	-9	/	-2
[26] CCC1CCCCN1CCNS(=O)(=O)c1ccc2c(c1)oc(=O)n2C (stereo unspecified)
 : /	-7.1	0	0	-26	-12	1	0	-2	-1
[27] CC1(C)C(c2ccccc2)=[N+]([O-])CN1O
 : -9	0.4	0	14	-13	-12	2	-14	-2	-2
[28] CSc1nc2ccc(S(=O)(=O)NC3CCCCC3)cc2s1
 : 3	0.6	4	-14	-10	5	-4	14	/	-11
[29] COc1ccc(O)c(C(=O)c2cnn(C(=O)c3cccc(S(=O)(=O)N4CCOCC4)c3)c2)c1
 : 13	0.2	4	4	0	9	0	-4	0	-2
[30] COc1ccc(C(NC(=O)c2ccc(F)cc2)c2ccccc2)cc1 (stereo unspecified)
 : -1	/	6	9	10	-15	-2	-9	0	-7
[31] OCCCc1nc2ccccc2[nH]1
 : 9	1.9	2	1	-9	-8	-4	-1	0	-4
[32] O=C(CSc1nnc(C2COc3ccccc3O2)o1)Nc1nccs1 (stereo unspecified)
 : 3	-0.6	6	-12	-4	-9	0	12	/	-9
[33] CC(C)c1cccc(C(C)C)c1NC(=O)CN(C)C1CCS(=O)(=O)C1 (stereo unspecified)
 : 4	-0.5	-2	-4	-14	-5	-6	4	-23	-1
[34] C[C@H](CO)N1C[C@H](C)[C@@H](CN(C)C(=O)Nc2ccc(C(F)(F)F)cc2)Oc2ccc(NC(=O)Nc3ccc4c(c3)OCO4)cc2C1=O
 : 0	-2.5	-1	-16	-3	6	-1	16	1	-2
[35] Cc1ccccc1OCCC(=O)OCC(=O)Nc1c(F)cccc1F
 : 16	0.5	-8	14	-1	2	3	-14	0	-4
[36] Cc1ccc(NC(=S)NNc2ccc(C(=O)O)cc2[N+](=O)[O-])cc1C
 : /	9.7	3	/	5	/	-8	/	0	-8
[37] CC(C)CCNC(=O)C1(c2cccs2)CCOCC1
 : 13	-0.2	1	/	7	/	6	/	13	-10
[38] O=C(/C=C/c1ccccc1)Nc1ccc2c(c1)OCCO2
 : 44	-1.3	7	-25	-16	-9	2	25	16	5
[39] N#C/C(=C\c1coc2ccccc2c1=O)C(N)=S
 : 5	3.1	3	-16	-1	-25	2	16	-2	-11
[40] CSc1ncccc1C(=O)OCC(=O)NCc1ccccc1
 : 10	0.5	-1	15	-14	2	13*	-15	-3	-7
[41] CSCC[C@H](NC(=O)N1CCn2c1nc1ccccc12)C(=O)N1CCCCC1
 : 3	1.5	-8	-7	-6	5	/	7	3	3
[42] C[C@@H]([C@@H](O)c1ccccc1)N(C)C(=O)C(N)Cc1ccccc1 (stereo partly specified)
 : 17	-2.7	1	22	-13	0	7	-22	3	-2
[43] Cc1cc(C)cc(NC2=C(N)C(=O)c3ccccc3C2=O)c1
 : -4	0.6	-4	-59	-1	-2	-4	59	/	-5
[44] Cc1nc2c(-c3ccccc3)c(C)[nH]n2c(=O)c1Cl
 : -5	-5.5	0	36	-1	-11	3	-36	/	-2
[45] CNNC(=O)C(C)NC(=O)c1ccc(Br)cc1 (stereo unspecified)
 : 2	0.3	1	1	-6	-5	-1	-1	/	2
[46] Cc1cccc(NC(=O)c2ccc([N+](=O)[O-])cc2Cl)n1
 : -13	-2.7	8	18	-8	6	3	-18	/	2
[47] CC1CCCN(C(=O)c2ccc3c(c2)OCO3)C1 (stereo unspecified)
 : 0	-0.3	-3	12	6	2	0	-12	1	-4
[48] CC(C)OC(=O)c1c2c(n3ccccc13)C(=O)c1ccccc1C2=O
 : -41	-0.2	19	-12	-11	-6	2	12	1	-34
[49] COC(=O)Cn1c2ccc(C)cc2c2nc(C)sc21
 : 9	0.4	12	12	0	3	0	-12	/	1
[50] Cc1ccc(NS(=O)(=O)c2ccc(C(=O)N3CCC3)cc2)cc1
 : -8	0.8	7	28	-9	4	3	-28	3	-9
[51] CCc1nnc(NC(=O)CN2CCCC(C)C2)s1 (stereo unspecified)
 : /	-2.2	-2	20	-14	-3	5	-20	0	2
[52] CNC(=O)c1nc(C)n(-c2ccc(Cl)cc2Cl)n1
 : -2	-1.0	0	-2	4	3	-3	2	-1	9
[53] Cc1ccc(NC(=S)N/N=C2/CCCc3c(C)cc(C)cc32)cc1
 : -6	-0.6	2	-45	-15	-21	-3	45	/	9
[54] O=C(c1cc2nc(-c3cccs3)cc(C(F)(F)Cl)n2n1)N1CCCc2ccccc21
 : 5	-5.0	2	-49	-5	/	7	49	/	-6
[55] CCOC(=O)NC(=O)C(=CNc1ccc(C)cc1)C(=O)NC(=O)OCC
 : 6	0.4	0	19	-1	4	0	-19	-1	-3
[56] COc1ccc(/C=N/n2c(=S)n(C)c3ccccc32)cc1OC
 : 2	1.8	-4	-3	-7	3	2	3	/	-1
[57] COc1ccc(-n2ncc3c2CC(C)(C)CC3NC(=O)CCn2cncn2)cc1 (stereo unspecified)
 : 1	-0.1	0	4	-14	2	-2	-4	0	-6
[58] Nc1nc2ccc(Oc3ccccc3)cc2s1
 : 77	-0.6	-1	15	-1	1	-4	-15	/	-7
[59] COC(=O)c1c(N)sc2c1CC(C)(C)OC2
 : -4	-2.0	1	0	-8	-2	2	0	-1	-6

# Gathered by group: the compounds so far with two or more sulfur atoms
# Value order – MITF TRPM1 HTS	CDK5 inh	cardiac RTF act	SR-BI uptake up	PvdQ inh	Rtt109 HAT inh	HTR5A ag ctr	SR-BI DiI inh	Wnt bcat act	dFosB activator
[7] COc1cc(C)c(S(=O)(=O)NCc2cccs2)cc1C
 : 2	1.0	-5	12	-6	13	2	-12	/	-3
[8] CC(C)CNC(=S)Nc1ccc(S(N)(=O)=O)cc1
 : 4	0.8	2	13	-3	-1	0	-13	/	-2
[17] CCSC1=N/C(=C\c2ccc(C)s2)C(=O)S1
 : -10	1.1	4	-5	-12	-13	0	5	0	-5
[28] CSc1nc2ccc(S(=O)(=O)NC3CCCCC3)cc2s1
 : 3	0.6	4	-14	-10	5	-4	14	/	-11
[32] O=C(CSc1nnc(C2COc3ccccc3O2)o1)Nc1nccs1 (stereo unspecified)
 : 3	-0.6	6	-12	-4	-9	0	12	/	-9

# Assay outcomes: PubChem, several laboratories

# No enrichment for hits; about 4.4% have a hit in one of these screens.
